NPC1 prom act – activators of NPC1 promoter; Huh7 NPC1 promoter luciferase reporter, 24 h; Potency, µM (titrated, usually from 9.22 µM), inactives show top-dose activation, hits mostly activators; 320,000 tested, 2.4% active;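 further: potency means the concentration at half of the fitted maximal effect; % of control where 0% means no effect; nearly all actives have a fitted effect of over 60% in size; reporter is driven by a mutant NPC1 promoter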
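Stable NPC1-promoter luciferase Huh7 line; cpd (DMSO) 24 h, 37 °C, 5% CO2; Amplite luciferase reagent 10 min RT; luminescence readout. qHTS format.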
TRPV1 ag – human TRPV1 agonism. TRPV1-expressing cells, Fluo-8 calcium influx, agonist mode. activation, % at 8.33 µM. 320,000 tested, 0.19% active. AID 540275; in the data active means activation above about 80%; inconclusive means between about 30% and that limit; further: 0% is about no effect
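TRPV1-expressing cells were cultured overnight at 35.5C and loaded with Fluo-8 calcium dye for 40 to 90 min at room temperature. After a 10 s baseline, compound was added and calcium influx was read kinetically for 3 min (ex 480/em 520 nm).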
Gal4-VP16 FLuc – inhibits Gal4-VP16 luciferase reporter, ROR gamma counter-screen; Drosophila S2 Gal4-VP16 UAS-luciferase, luminescence, 20 h; Potency, µM (titrated, usually from 53.6 µM), for inactives: top-dose activity, negative = inhibition, usual class: inhibitors; 310,000 tested, 3.5% active; AID 2546;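 further: Gal4-VP16 expression switched on by copper sulfate through the metallothionein promoter; potency means the concentration at half of the fitted maximal effect; on the % scale 0 is the no-effect control and ±100 the full control effect; nearly all actives have a fitted effect of over 50% in size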
FLuc modulator – inhibits or activates purified firefly luciferase, miR-21 counter-screen; P08659; purified FLuc, Km substrates, luminescence inhibition; Potency, µM (highest dose often 57.5 µM), for inactives: at the top dose activity change, negative = inhibition, most hits filed as inhibitors; 360,000 tested, 6.9% active;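 further: potency means the concentration at half of the fitted maximal effect; plate controls were vehicle for no effect and reference inhibitor for full effect; nearly all actives have a fitted effect of over 55% in size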
Target sequence (P08659 whole entry, looked up): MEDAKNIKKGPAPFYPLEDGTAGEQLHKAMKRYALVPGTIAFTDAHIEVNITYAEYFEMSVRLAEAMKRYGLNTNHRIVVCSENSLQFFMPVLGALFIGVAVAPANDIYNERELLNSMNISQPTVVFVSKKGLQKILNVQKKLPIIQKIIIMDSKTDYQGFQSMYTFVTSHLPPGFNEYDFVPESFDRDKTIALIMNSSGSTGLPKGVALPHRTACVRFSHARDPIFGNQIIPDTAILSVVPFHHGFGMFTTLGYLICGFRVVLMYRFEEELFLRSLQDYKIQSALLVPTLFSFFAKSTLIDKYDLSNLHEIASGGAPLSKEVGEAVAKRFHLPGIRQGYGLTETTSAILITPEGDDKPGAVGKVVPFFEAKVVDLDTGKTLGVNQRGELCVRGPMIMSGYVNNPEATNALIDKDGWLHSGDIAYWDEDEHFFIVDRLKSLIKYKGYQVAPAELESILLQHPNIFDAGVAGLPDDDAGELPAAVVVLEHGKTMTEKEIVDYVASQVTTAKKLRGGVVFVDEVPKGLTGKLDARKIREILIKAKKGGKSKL
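Biochemical qHTS of compounds, final roughly 60 µM downward over six points, against 10 nM purified firefly luciferase using Km concentrations of substrates (10 uM D-luciferin, 10 uM ATP) in Tris acetate pH 7.5 buffer; luminescence output.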
RORg inh – ROR gamma (mouse) transcription inhibition | P51450 | Drosophila S2 Gal4-RORgamma UAS-luciferase reporter, 20 h | Potency, µM (top dose mostly 53.6 µM), for the others: top-dose activity change, negative = inhibition, actives largely listed as inhibitors | 310,000 tested, 5.4% active | AID 2551; further: potency means the concentration at half of the fitted maximal effect; on the % scale 0 is the no-effect control and ±100 the full control effect; nearly all actives have a fitted effect of over 60% in size
Target sequence (P51450 whole entry, looked up, the tested form may be a part): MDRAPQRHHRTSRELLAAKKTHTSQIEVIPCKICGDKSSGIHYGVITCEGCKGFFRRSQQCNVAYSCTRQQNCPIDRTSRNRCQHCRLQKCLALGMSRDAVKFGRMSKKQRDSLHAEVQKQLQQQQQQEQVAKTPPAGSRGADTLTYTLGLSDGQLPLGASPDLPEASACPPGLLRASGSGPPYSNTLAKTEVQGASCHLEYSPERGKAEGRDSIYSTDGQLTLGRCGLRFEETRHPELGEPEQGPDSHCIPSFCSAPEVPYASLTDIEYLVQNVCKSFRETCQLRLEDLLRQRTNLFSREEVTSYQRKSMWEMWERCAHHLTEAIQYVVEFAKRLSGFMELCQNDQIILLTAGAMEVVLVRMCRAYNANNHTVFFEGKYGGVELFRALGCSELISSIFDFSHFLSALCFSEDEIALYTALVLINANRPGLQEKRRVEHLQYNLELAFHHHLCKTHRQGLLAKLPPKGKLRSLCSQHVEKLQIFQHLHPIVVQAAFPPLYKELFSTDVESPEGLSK
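Drosophila S2 cells stably expressing Gal4-DBD/mouse RORγ fusion under metallothionein promoter plus UAS-luciferase; compound 1 h, then 700 uM CuSO4 induction for 20 h at ambient temperature; inhibition read as reduced luminescence.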
ELG1 DNA repair – ELG1-dependent DNA repair inhibition. Potency, µM (highest dose often 46.1 µM), inactives show top-dose activity change, negative = inhibition, most hits filed as inhibitors. HEK293T ELG1-luciferase reporter, luminescence, 16 h; DNA damage induced by 5-fluorouridine. AID 504467. 330,000 tested, 2.3% active; further: potency means the concentration at half of the fitted maximal effect; on the % scale 0 is the no-effect control and ±100 the full control effect; nearly all actives have a fitted effect of over 55% in size
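5-Fluorouridine DNA damage + compound/DMSO, 2,000 cells/well, 16 h, 37 °C/5% CO2. ONE-Glo, 30 min RT, luminescence. Readout = decrease in reporter signal.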
Rab9 prom act – Rab9 promoter activation. 320,000 tested, 2.8% active. AID 485297. Potency, µM (top dose mostly 9.22 µM), without a hit: at the highest dose activation, negative = inhibition, usual class: activators. Huh7 Rab9 promoter-luciferase reporter, luminescence, 24 h; further: potency means the concentration at half of the fitted maximal effect; % of control where 0% means no effect; nearly all actives have a fitted effect of over 60% in size
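Cell-based reporter: Huh7 stable for Rab9 promoter-driven luciferase, plated in reduced-serum medium with 10% FBS at 1500 cells/well, compound-treated 24 h at 37 °C, luminescence read after 10 min reagent.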
Tb PFK inh – inhibitors of T. brucei phosphofructokinase; O15648; T. brucei PFK, ADP-Glo luminescence; Potency, µM (doses to about 57.5 µM), for inactives: at the highest dose activity, negative = inhibition, usual class: inhibitors; 330,000 tested, 0.17% active; AID 485367;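 further: potency means the concentration at half of the fitted maximal effect; 0% = uninhibited 1x PFK enzyme wells and -100% = no-enzyme wells; nearly all actives have a fitted effect of over 60% in size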
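Luminescent ADP detection (ADP-Glo, two-step: ATP depletion then ADP-to-ATP conversion for luciferase) reported PFK activity after 45 min room-temperature reaction of 1.25 nM enzyme with 0.5 mM F6P and 0.1 mM ATP at pH 8.0.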
BRCA1 expr up – activators of BRCA1 expression; MCF7-BRCA1-FFLuc reporter, luminescence, 48 h; response scale: scaled: vehicle 0%, 10 µM genistein 100%; Potency, µM (highest dose often 46.1 µM), without a hit: at the top dose activation, hits mostly activators; 380,000 tested, 1.1% active; further: potency means the concentration at half of the fitted maximal effect; nearly all actives have a fitted effect of over 80% in size; some results filed as inactive show a strong effect at the top dose
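Luminescence from a BRCA1-driven firefly luciferase in MCF7 cells was read after 48 h compound exposure at 37 C. Data normalized against DMSO and a 10microM genistein activation control, then curve-fitted across the titration.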
p53 reactivator – restores transcriptional activity of mutant p53; H1299 p53-A138V BP100-luciferase reporter, luminescence, 24 h; Potency, µM (doses to about 92.2 µM), without a hit: at the highest dose activity change, positive = activation, hits mostly activators; 320,000 tested, 0.063% active; AID 504706; further: potency means the concentration at half of the fitted maximal effect; % of control where 0% means no effect; nearly all actives have a fitted effect of over 45% in size
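H1299 (p53-null), stable ts p53-A138V + BP100-Luc; 1000 cells/well, Opti-MEM/10% FBS; cpd 4 pt, 1:5; 24 h, 37 deg C, 5% CO2; detection reagent 10 min RT; luminescence.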
ELG1 genotoxic – induces genotoxicity in HEK293T cells with luciferase-tagged ELG1; HEK293T ELG1-luciferase reporter, luminescence, 16 h; Potency, µM (doses to about 46 µM), for the others: top-dose activity change, positive = activation, actives largely listed as activators; AID 504466; 330,000 tested, 1.3% active; further: potency means the concentration at half of the fitted maximal effect; % of control where 0% means no effect; nearly all actives have a fitted effect of over 60% in size
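After overnight (16 hr) compound treatment at 37 °C, ELG1-luciferase HEK293T cells were lysed with ONE-Glo; luminescence quantified 30 min later at room temperature.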
* = called active by the depositor; ? = inconclusive; · = not tested or not shown; & = joins results of further samples; [ ] = another dose, or the depositor's remark. Unless noted, the call rests on the fitted dose curve; in most records, active means well fitted curve in the direction sought with a large enough effect; inconclusive means small, poorly fitted or top-dose-only effect, or another doubt; inactive means no such curve, though single readings can be large; an effect the other way counts as inactive or inconclusive.

SMILES | NPC1 prom act | TRPV1 ag | Gal4-VP16 FLuc | FLuc modulator | RORg inh | ELG1 DNA repair | Rab9 prom act | Tb PFK inh | BRCA1 expr up | p53 reactivator | ELG1 genotoxic
Cc1[nH]c2ccccc2c1C1(O)C(=O)N(Cc2ccc3c(c2)OCO3)c2ccccc21 (configuration not stated) | -5.3% | -4.4 | -5.2% | 3.6% | 2.9% | -6.5% | -28.1% | 2.6% | -28.6% | -8.6% | -3.9%
Cc1nn(-c2ccccc2)c(N2CCCC2)c1/C=N/NC(=O)c1cc(-c2cccs2)nc2ccccc12 | -3.1% | 2.8 | 0.9% | -2.2% | -6.2% | 14.6µM* | -5.8% | 0.2% | -26.0% | -1.7% | -4.7%
CCOc1nc(NCCO)nc(Nc2ccc([N+](=O)[O-])cc2)n1 | -3.4% | ? | -3.9% | 0.2% | 11.5% | 10.3µM* | -5.6% | -10.6% | 0.6% | -11.0% | 1.1%
Cc1cc(C(=O)N2CCCC(C(=O)c3ccc(Cl)cc3C)C2)no1 (configuration not stated) | -3.7% | ? | 8.8% | -0.8% | 24.6% | ? | 6.3% | 1.0% | -25.2% | -6.5% | -10.1%
CCn1c(SCC(=O)Nc2cccc(NC(C)=O)c2)nnc1-c1ccco1 | -0.6% | -0.3 | -1.1% | -0.2% | 8.2% | -6.4% | -0.2% | 6.2% | -4.7% | -4.7% | 1.3%
CCOC(=O)CNC(=O)c1sc(NC(=O)c2ccccc2F)nc1C | ? | 0.1 | 2.51µM* | 10.7µM* | ? | ? | ? | -7.4% | ? | -9.7% | 9.2µM*
O=c1c(-c2c(O)cc(O)c3c2O[C@H](c2ccc(O)cc2)CC3)c(-c2ccc(O)cc2)oc2cc(O)cc(O)c12 | · | · | · | · | · | -21.9% | · | 5.5% | 5.4% | 9.1% | -0.7%
Cc1c(S(=O)(=O)N2CCCCC2)c(=O)n(C)c(=O)n1C | -0.4% | -2.6 | · | -1.2% | · | -0.2% | -1.2% | -0.4% | -12.7% | -1.1% | 0.8%
COc1ccc(OCC(=O)NNc2c3ccccc3nc3ccccc23)cc1 | -23.0% | 2.8 | 7.08µM* | ? | 0.355µM* | ? | -26.8% | -0.2% | -77.9% | -2.8% | -8.0%
CCCOc1ccc(N2C(=O)CC(N(CCc3ccc(S(N)(=O)=O)cc3)C(C)=O)C2=O)cc1 (configuration not stated) | 0.2% | -0.7 | -5.0% | 6.0% | 2.4% | -4.4% | -1.4% | -3.0% | 7.5% | 1.1% | 2.5%
CCCN(CC(=O)Nc1ccccc1C)C(=O)CCl | -35.9%[inhibitor] | 2.9 | -4.0% | -3.3% | ? | 7.3µM* | -49.2%[inhibitor] | 3.0% | -97.8%[inhibitor] | -14.3% | -9.6%
CN1CCc2c(sc3c2c(=O)n(-c2ccccc2)c2nnc(SCc4ccc(Cl)cc4)n32)C1 | -7.7% | -0.2 | -17.6% | -18.8% | 19.1% | -5.4% | 3.7% | -2.5% | 4.5% | -0.2% | -2.9%
CCN1CCN(C(=O)C(=O)c2cn(CC(=O)N(CC)CC)c3ccccc23)CC1 | 0.9% | -3.2 | 2.6% | -5.9% | 3.9% | ? | -6.7% | -7.9% | -4.8% | -3.1% | 6.0%
CCC(C)[C@H](NC(=O)NCc1ccco1)C(=O)OC (some centres not stated) | -1.2% | 1.5 | 2.7% | 6.5% | -1.6% | -0.5% | -3.6% | 6.2% | 1.2% | 1.2% | -0.1%
O=C(NCC(=O)N1CCN(S(=O)(=O)/C=C/c2ccccc2)CC1)c1ccc(Cl)cc1 | 2.1% | 1.5 | -4.5% | -1.0% | -3.3% | -17.7% | -5.7% | 0.5% | -19.6% | 2.9% | -2.4%
C[C@H](CO)N1C[C@H](C)[C@@H](CN(C)CC2CCCCC2)Oc2ccc(NC(=O)CCN3CCOCC3)cc2C1=O | · | · | · | · | · | 8.7% | · | -2.7% | 9.2% | -0.7% | 1.6%
CC(C)CCn1c(=O)c2ccccc2n2c(CCC(=O)NCC3CCCO3)nnc12 (configuration not stated) | -1.1% | 1.4 | -0.6% | -0.2% | 1.9% | -10.1% | 0.3% | 0.9% | -21.6% | -2.1% | -3.6%
CSCCC(NS(=O)(=O)c1cccc(C(F)(F)F)c1)C(=O)Nc1ccccc1N1CCCC1 (configuration not stated) | -1.2% | 5.0 | · | -3.6% | · | 0.7% | -6.2% | -7.2% | -42.0% | -1.7% | -6.3%
O=C(Nc1ccc([N+](=O)[O-])cc1)Nc1cnccn1 | 2.0% | -0.6 | -20.0% | -2.3% | ? | -14.2% | -2.3% | -19.9% | 7.8% | -24.2% | -18.3%
N#Cc1cc([N+](=O)[O-])ccc1NC(=O)CSc1n[nH]c(=O)n1C1CC1 | -7.7% | 0.7 | · | 5.2% | · | ? | -0.9% | -2.9% | -21.4% | -6.6% | -2.3%
COc1ccccc1NC(=S)NCc1ccc2c(c1)cc(C)n2C | 0.4% | 10.0 | ? | -1.4% | 5.62µM* | -6.2% | -1.1% | -0.4% | 10.8% | -1.9% | ·
CC(CC(=O)Nc1ccc(F)c([N+](=O)[O-])c1)c1ccccc1 (configuration not stated) | -1.3% | ? | 0.8% | -1.6% | 32.0% | -17.9% | -2.7% | -3.9% | -15.4% | 1.1% | -0.7%
O=C(Oc1cccc(Cl)c1)N1CCOCC1 | 0.0% | 2.1 | -1.6% | -1.9% | -13.1% | -2.9% | -1.1% | -5.5% | 10.9% | · | -1.4%
CCc1ccc2nc(N(CCCN(C)C)C(=O)c3ccc(S(=O)(=O)N4CCCC4)cc3)sc2c1 | ? | 3.9 | -17.4% | 3.6% | 1.6% | ? | 24.8% | 0.2% | 21.4% | -2.8% | 1.0%
COc1cc(/C=C2/C(=O)c3cccc([N+](=O)[O-])c3C2=O)c(Br)cc1O | -4.3% | -5.0 | 35.5µM* | ? | ? | ? | -8.7% | ? | -14.6% | 0.2% | -6.0%

Additional entries:
SMILES | NPC1 prom act | TRPV1 ag | Gal4-VP16 FLuc | FLuc modulator | RORg inh | ELG1 DNA repair | Rab9 prom act | Tb PFK inh | BRCA1 expr up | p53 reactivator | ELG1 genotoxic
COc1ccc(CN(C)S(=O)(=O)c2nnc(NC(=O)c3cccc(C)c3)s2)cc1OC | 0.0% | 0.2 | -7.5% | 0.8% | -3.6% | 4.3% | 8.5% | 2.3% | 0.0% | -0.9% | -1.6%
Cc1ccsc1C(=O)OCC(=O)N1CC(=O)Nc2ccccc21 | 8.7% | 1.1 | 0.1% | 1.6% | 7.4% | ? | 2.2% | -0.9% | 0.0% | 1.6% | -7.1%
O=C(c1ccccc1)C(O)C(c1ccccc1)N1CCOCC1 (configuration not stated) | -2.0% | -0.2 | 2.3% | -0.1% | -0.2% | -1.3% | -4.9% | -0.1% | 1.7% | -1.4% | -4.8%
CC(Sc1nnc(C2CC2)n1Cc1ccccc1)C(=O)N1CCNC1=O (configuration not stated) | -0.1% | 0.8 | · | -2.1% | · | 10.3% | -2.8% | -4.1% | 0.4% | 6.0% | 0.9%
CCOC(=O)Cc1csc(NC(=O)Cn2c(=O)oc3ccccc32)n1 | -3.6% | 5.8 | -4.6% | -20.0% | 1.8% | -8.4% | -0.6% | 10.8% | -0.5% | 0.2% | -1.4%
CC(C)(C)CC(=O)Nc1ccccc1N1CCN(c2ccccc2)CC1 | -2.9% | 24.1 | 2.1%[10 µM] | 4.8% | 24.1% | 0.0% | -6.5% | -3.8% | -7.8% | 0.8% | -11.1%
O=C(Nc1ccc(NC(=O)c2sc3ccccc3c2Cl)cc1Cl)c1ccco1 | -6.0% | -0.4 | ? | -8.7% | 10µM* | ? | ? | 1.3% | 7.94µM* | -3.1% | ?
O=C(Cc1cc(=O)[nH][nH]1)N/N=C/c1cccc(Cl)c1Cl | -4.6%&-3.0% | 2.1&-2.1 | -5.6%&1.1% | -18.9%&-16.8% | 6.9%&13.8% | 0.8%&11.3% | 0.2%&-2.2% | 8.4%&11.2% | 6.4%&-27.3% | 2.4%&-8.0% | -0.4%&-1.3%
O=C1c2ccccc2C(=O)c2c1cccc2N1CCOCC1 | ? | 7.0 | 2.6% | ? | -33.2% | ? | ? | 0.2% | ? | ? | ?
CCCCN(C(=O)c1ccc(S(=O)(=O)N(CC)CC)cc1)c1c(N)n(CCC)c(=O)[nH]c1=O | 4.5% | -4.4 | -2.6% | 1.2% | -11.2% | 11.3% | 2.8% | 0.5% | 1.3% | 7.6% | 2.6%

Assay outcomes from PubChem BioAssay.
